Bioassay records deposited in PubChem BioAssay by several laboratories.
TcdB inh: TcdB glycohydrolase inhibition; TcdB glycohydrolase enzymatic assay, plate reader; P18177; 350,000 tested, 0.24% active; inhibition, % at 9.99 µM; AID 652162; in the data active means inhibition above about 10%
PriA SSB inh: inhibitors of Klebsiella pneumoniae PriA binding to SSB C-terminal tail; AlphaScreen SSBct-PriA binding, biotinylated peptide; inhibition, % at 33 µM; 430,000 tested, 0.6% active; in the data active means inhibition mostly above about 37%, no sharp cut-off; inactive means mostly below about 20%;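 further: plate controls were negative control peptide for no effect and reference peptide for full effect; strong numbers were not always called active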
Anthrax LF inh2: anthrax lethal factor protease inhibition; P15917; multiplex microsphere protease cleavage assay, LF; inhibition, % at 10 µM; 360,000 tested, 0.12% active; in the data active means inhibition above about 30%; inconclusive means no clear call, values can overlap the other calls; further: plate controls were buffer without enzyme for full effect and enzyme alone for no effect
Target sequence (P15917 whole entry, looked up): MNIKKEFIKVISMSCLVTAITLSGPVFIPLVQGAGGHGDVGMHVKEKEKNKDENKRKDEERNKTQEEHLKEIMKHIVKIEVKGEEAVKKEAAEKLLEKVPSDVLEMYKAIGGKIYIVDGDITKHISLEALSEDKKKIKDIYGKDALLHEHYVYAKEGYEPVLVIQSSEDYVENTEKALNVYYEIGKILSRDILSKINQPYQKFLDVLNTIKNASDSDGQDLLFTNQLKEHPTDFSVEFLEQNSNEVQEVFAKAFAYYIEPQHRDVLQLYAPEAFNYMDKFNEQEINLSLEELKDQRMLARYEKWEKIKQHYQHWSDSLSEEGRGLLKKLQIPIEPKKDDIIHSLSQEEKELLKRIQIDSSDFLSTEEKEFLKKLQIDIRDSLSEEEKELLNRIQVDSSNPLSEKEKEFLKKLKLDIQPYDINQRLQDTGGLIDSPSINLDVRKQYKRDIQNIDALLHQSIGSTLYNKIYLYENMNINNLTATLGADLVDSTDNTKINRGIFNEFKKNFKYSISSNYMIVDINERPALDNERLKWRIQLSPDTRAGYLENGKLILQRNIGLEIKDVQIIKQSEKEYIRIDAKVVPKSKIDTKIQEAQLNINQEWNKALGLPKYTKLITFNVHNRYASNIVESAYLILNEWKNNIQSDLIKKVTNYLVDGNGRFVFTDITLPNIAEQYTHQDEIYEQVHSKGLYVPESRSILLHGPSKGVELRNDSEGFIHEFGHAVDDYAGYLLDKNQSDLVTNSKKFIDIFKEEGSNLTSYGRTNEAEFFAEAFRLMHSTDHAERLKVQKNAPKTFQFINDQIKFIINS
Rv3671c inh: inhibitors of M. tuberculosis serine protease Rv3671c; P9WHR9; inhibition, % at 5.96 µM; 320,000 tested, 0.048% active; AID 2606; in the data active means inhibition above about 38%;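 further: extracellular domain of Rv3671c used as enzyme; 0% = enzyme with DMSO and 100% = no enzyme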
3CLpro inhibitor: SARS-CoV 3CLpro protease inhibition | inhibition, % at 6 µM | AID 1706 | P0C6X7 | 290,000 tested, 0.14% active | recombinant SARS-CoV 3CLpro, quenched FRET peptide cleavage; in the data active means inhibition above about 12%
Yp Topo-I inh: blocks Yersinia pestis topoisomerase I activity | Y. pestis Topo-I cleavage product accumulation, plate reader | activity, % at 10 µM | 360,000 tested, 0.064% active; in the data active means activity above about 50%, passing the limit was not always enough; inconclusive means no clear call, values can overlap the other calls; further: inactives centre near 2
DUSP3 inh: blocks human VHR1 dual specificity phosphatase; recombinant VHR phosphatase, pNPP absorbance; P51452; inhibition, % at 13.3 µM; 290,000 tested, 0.52% active; in the data active means inhibition above about 50%; further: some compounds called inactive have numbers as strong as hits
Target sequence (P51452 whole entry, looked up): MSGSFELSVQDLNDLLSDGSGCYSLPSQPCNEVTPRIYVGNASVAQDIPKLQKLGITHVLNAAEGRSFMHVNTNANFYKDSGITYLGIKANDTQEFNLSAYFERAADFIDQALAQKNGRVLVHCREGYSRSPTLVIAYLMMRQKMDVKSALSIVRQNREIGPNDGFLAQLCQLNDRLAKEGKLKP
BH1578 lux ind: induces V. cholerae light production without autoinducers; V. cholerae BH1578 lux reporter, luminescence, 6 h; activation, % at 18.7 µM; 350,000 tested, 0.16% active; in the data active means activation mostly above about 9.7%, no sharp cut-off; inconclusive means no clear call, values can overlap the other calls; inactive means mostly below about 3.7%; further: not every result past the cut was called active; inactives centre near 0; reference of the scale not given here
MazF activator: activators of E. coli MazEF toxin-antitoxin RNase | P0AE70 | FAM/BHQ RNA-DNA oligo cleavage fluorescence, 5 h | activation, % at 20 µM | 350,000 tested, 0.32% active | AID 504720; in the data active means activation above about 50%
Target sequence (P0AE70 whole entry, looked up): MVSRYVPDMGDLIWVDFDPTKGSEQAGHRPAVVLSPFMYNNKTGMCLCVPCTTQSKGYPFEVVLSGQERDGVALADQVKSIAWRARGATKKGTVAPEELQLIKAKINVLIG
PfHsp40 rescue: compounds rescuing yeast from Plasmodium falciparum HSP40 toxicity; S. cerevisiae expressing PfHsp40, growth rescue, ATP luminescence; growth rescue, % at 12.5 µM; 340,000 tested, 0.68% active; in the data active means growth rescue above about 28%, passing the limit was not always enough; inconclusive means no clear call, values can overlap the other calls;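 further: yeast W303a lacking pdr1 and pdr3 grown in galactose medium; growth measured after three days at 30 °C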
An asterisk follows results filed as active; i = inactive; ? = inconclusive; . = not tested or not shown; & = joins results of further samples.

SMILES | TcdB inh | PriA SSB inh | Anthrax LF inh2 | Rv3671c inh | 3CLpro inhibitor | Yp Topo-I inh | DUSP3 inh | BH1578 lux ind | MazF activator | PfHsp40 rescue
Cc1ccc(CN2CC(C(=O)Nc3nc(C)cs3)CC2=O)cc1 (stereo unspecified) | -9.3 | . | 3 | . | . | -4 | . | i | -3 | .
COc1cc(C(=O)Nc2cccc(S(=O)(=O)N3CCCC3)c2)cc(OC)c1C | 1.3 | 0 | -4 | -29 | 5 | 11 | 21 | -0.2 | 2 | -0.1
O=C(Nc1cccc(S(=O)(=O)N2CCCCC2)c1)c1ccccn1 | 1.3 | 1 | 0 | -3 | 4 | -3 | 12 | i | 11 | -1.6
Cc1cc(C)cc(OCc2nc3ncc(Br)cc3[nH]2)c1 | . | -8 | 0 | -1 | 1 | 8 | . | i | -40 | 0.3
NC(=O)COC(=O)C1c2ccccc2Oc2ccccc21 | 1.3 | 2 | -2 | -2 | -4 | 1 | . | -1.9 | -2 | -0.8
CCN(CC)C(=O)Oc1cc(=O)n2c3c(cccc13)CCC2 | . | -9 | 2 | -4 | 0 | 4 | -20 | i | -4 | -2.1
C=CCOC(=O)C1=C[C@@H](c2csc3ccccc23)C[C@@H](OCc2ccc(CO)cc2)O1 | -0.3&-1.4 | 6 | -1 | -22 | 1 | 36 | -2 | -0.5 | -15 | 1.7
O=C(NC1(C(F)(F)F)N=C2SCCN2C1=O)c1ccccc1 (stereo unspecified) | . | -10 | -4 | -13 | 5 | 4 | -7 | -12 | 9 | -1.0
CC(=O)Nc1ccc(S[C@@H](CCN2CC[C@H](O)CCC2=O)c2ccccc2)cc1 | 1.3 | -1 | -6 | 7 | . | 5 | . | 1.2 | -1 | -0.5
COc1ccc(/C=N/NC(=O)Cc2csc(Nc3cccc(C(F)(F)F)c3)n2)cc1C | . | . | -3 | -58 | 0 | 6 | 16 | i | 8 | 0.0

Complete entries from above.
Cc1ccc(CN2CC(C(=O)Nc3nc(C)cs3)CC2=O)cc1 (stereo unspecified) across the screens: TcdB inh: -9.3; PriA SSB inh: .; Anthrax LF inh2: 3; Rv3671c inh: .; 3CLpro inhibitor: .; Yp Topo-I inh: -4; DUSP3 inh: .; BH1578 lux ind: i; MazF activator: -3; PfHsp40 rescue: .
COc1ccc(/C=N/NC(=O)Cc2csc(Nc3cccc(C(F)(F)F)c3)n2)cc1C across the screens: TcdB inh: .; PriA SSB inh: .; Anthrax LF inh2: -3; Rv3671c inh: -58; 3CLpro inhibitor: 0; Yp Topo-I inh: 6; DUSP3 inh: 16; BH1578 lux ind: i; MazF activator: 8; PfHsp40 rescue: 0.0
Cc1cc(C)cc(OCc2nc3ncc(Br)cc3[nH]2)c1 across the screens: TcdB inh: .; PriA SSB inh: -8; Anthrax LF inh2: 0; Rv3671c inh: -1; 3CLpro inhibitor: 1; Yp Topo-I inh: 8; DUSP3 inh: .; BH1578 lux ind: i; MazF activator: -40; PfHsp40 rescue: 0.3

Continuation.
SMILES | TcdB inh | PriA SSB inh | Anthrax LF inh2 | Rv3671c inh | 3CLpro inhibitor | Yp Topo-I inh | DUSP3 inh | BH1578 lux ind | MazF activator | PfHsp40 rescue
Cc1cccc(C)c1OCC(O)CN(Cc1ccccc1O)C1CCCCC1 (stereo unspecified) | -4.1 | 0 | -3 | 7 | 1 | 12 | 26 | i | 9 | 0.3
CCOc1cccc(C2C(C(=O)c3ccc(C)o3)=C(O)C(=O)N2Cc2ccncc2)c1 (stereo unspecified) | . | -16 | -5 | -2 | 3 | 1 | -5 | -0.6 | -4 | -0.4
CCc1ccc(NC(=O)CSc2nc(=O)n(CCCN(C)C)c3c2CCC3)cc1 | 1.2 | -8 | 7 | 0 | . | -13 | . | 5.0 | 14 | -0.3
COCC(C)NC(=O)C(C)N1c2cccc3cccc(c23)S1(=O)=O (stereo unspecified) | -0.4 | -14 | -12 | -6 | -4 | 1 | 8 | i | 4 | -0.2
CCc1ccc(CNC(=O)C2CCC(=O)N2C2CCCCC2)cc1 (stereo unspecified) | . | -16 | 2 | -3 | -2 | 4 | 23 | 0.4 | 6 | -1.8
CN1CCCN(S(=O)(=O)c2ccc3c(c2)OCCO3)CC1 | . | -8 | 2 | 14 | 3 | 4 | 25 | 5.3 | 0 | -0.6
COc1ccccc1Oc1coc2cc(OC(=O)N3CCOCC3)ccc2c1=O | . | -4 | 5 | -2 | 0 | -1 | 6 | i | 8 | 6.8
O=C(NNC(=O)c1cnccc1C(F)(F)F)c1cccc(Cl)c1 | 0.7 | 0 | -1 | -6 | 0 | 10 | -5 | i | -7 | -1.2
CC(=O)O[C@H]1C[C@@]2(O)[C@@H](OC(=O)c3ccccc3)C3[C@@](C)([C@@H](O)C[C@H]4OC[C@@]34OC(C)=O)[C@@H](O)[C@H](OC(C)=O)C(=C1C)C2(C)C (stereo partly specified) | -3.9 | -9 | -3 | -5 | 0 | -5 | 4 | -0.6 | 4 | 0.7
Cc1nc(Cl)sc1C(=O)Nc1cccc(Cl)c1C | . | 4 | 1 | 2 | 5 | 3 | -10 | -0.6 | 4 | -0.3
C=CCOC(=O)C1=C[C@H](c2coc3ccccc3c2=O)C[C@H](OCc2ccc(CO)cc2)O1 | 0.3 | -6 | 4 | -8 | 7 | 25 | 14 | -0.6 | 7 | -0.1
CCC(CO)Oc1cc(NC(=O)c2ccc(F)cc2)c2ncn(C(C)C)c2c1 (stereo unspecified) | 0.5 | 5 | -4 | 2 | . | -1 | . | i | 8 | -0.9
CN(c1ccccc1)c1ccc(/C=C(\CCC(=O)O)c2nc3ccccc3s2)cc1[N+](=O)[O-] | -0.5 | 39 | -1 | -3 | 5 | 5 | -7 | 0.0 | -7 | -0.5
CC(=O)c1ccc2c(c1)OCCOCCOc1ccc(C(C)=O)cc1OCCOCCO2 | -3.1 | -4 | 5 | -2 | -1 | 4 | 9 | -0.6 | 11 | -0.1
CCOCCCNC(=O)C1CCCN1S(=O)(=O)c1ccc(Cl)cc1 (stereo unspecified) | . | 5 | 6 | -3 | 4 | -1 | -1 | -0.4 | 4 | -0.8
Cc1occc1C(=O)N1CCC2(CCCN(Cc3ccc(F)c(F)c3)C2)C1 (stereo unspecified) | -2.9 | 5 | 3 | -9 | -4 | 19 | 27 | -0.1 | -2 | 0.1
O=C1CS/C(=N/N=C/c2cccs2)N1Cc1ccc(F)cc1 | 0.6 | . | . | 5 | 0 | 1 | 1 | i | 9 | .
Cc1cc(C)nc(NS(=O)(=O)c2ccc(N/C=C\C(=O)c3cccs3)cc2)n1 | -0.3 | -11 | 7 | 10 | 6 | 6 | 21 | -0.5 | 1 | 0.0
CCCn1c(SCC(=O)NC2CCCCC2)nnc1-c1ccccn1 | 0.6 | -13 | 4 | 3 | 0 | 0 | 45 | 1.2 | -5 | -0.3
COc1cc(OC)cc(-c2c(C#Cc3ccsc3)c3cc(-c4ccc5cc[nH]c5c4)ccc3n2C)c1 | 0.8 | 21 | -5 | -1 | . | -12 | . | i | 14 | -0.6

Next section (2 carried over from the part before).
SMILES | TcdB inh | PriA SSB inh | Anthrax LF inh2 | Rv3671c inh | 3CLpro inhibitor | Yp Topo-I inh | DUSP3 inh | BH1578 lux ind | MazF activator | PfHsp40 rescue
CCCn1c(SCC(=O)NC2CCCCC2)nnc1-c1ccccn1 | 0.6 | -13 | 4 | 3 | 0 | 0 | 45 | 1.2 | -5 | -0.3
COc1cc(OC)cc(-c2c(C#Cc3ccsc3)c3cc(-c4ccc5cc[nH]c5c4)ccc3n2C)c1 | 0.8 | 21 | -5 | -1 | . | -12 | . | i | 14 | -0.6
O=c1ccc2ccccc2n1Cc1cccc(F)c1 | 0.4 | 4 | -18 | 14 | 0 | 7 | 7 | i | 0 | 2.8
COC(=O)CCSCC(=O)Nc1nnc(C)s1 | 0.2 | -7 | 4 | 2 | 1 | -1 | -10 | i | 9 | 0.2
O=C(Nc1ccc(N2CCN(C(=O)c3ccc(Cl)cc3)CC2)cc1)c1cccnc1 | . | 6 | -12 | 2 | 6 | 12 | 2 | -0.1 | 3 | -0.4
COc1ccc(OC)c(S(=O)(=O)N(C)CC(=O)N2CCN(c3cccc(Cl)c3)CC2)c1 | . | -2 | 0 | 3 | 8 | 8 | -5 | i | -11 | ?
CC(CCc1ccccc1)NC(=O)C(=O)NCc1ccccc1 (stereo unspecified) | . | 0 | -2 | 1 | -4 | 0 | 3 | -0.1 | 1 | -0.1
CC1CCCCN1S(=O)(=O)c1ccc(C(=O)Nc2nnc(-c3ccco3)o2)cc1 (stereo unspecified) | 1.7 | -1 | 1 | -20 | 1 | -3 | 4 | -0.4 | -2 | 1.9
O=C(Cc1ccc(Cl)c(Cl)c1)OCC(=O)c1ccc[nH]1 | . | -19 | -1 | 5 | -3 | -10 | 3 | -1.5 | -6 | 1.7
CN1CCN(c2ncnc3sc(-c4ccccc4)cc23)CC1 | -0.6 | -4 | -2 | -5 | 1 | -1 | -1 | i | 6 | -0.9
CC(Cc1ccccc1Sc1ccccc1O)N(C)C (stereo unspecified) | . | 6 | -5 | 0 | -2 | -9 | 33 | -17 | 5 | -0.7
NC(=O)c1ccc(NC(=O)CCCN2C(=O)c3ccccc3C2=O)cc1 | . | -30 | 8 | 0 | -1 | -1 | 23 | 1.2 | 7 | -0.8
CN(C)C(=O)C1CCC(=O)N1Cc1cccs1 (stereo unspecified) | 1.0 | 2 | 5 | 6 | -2 | -6 | 15 | i | 0 | -2.3
Cc1ccc(CCNC(=O)CN(C)S(=O)(=O)c2ccc3c(c2)n(C)c(=O)c(=O)n3C)cc1 | 0.3 | -8 | -5 | -5 | -1 | 5 | 21 | i | -6 | -0.6
COc1ccc(C(=O)Nc2ccc(NC(=O)c3cccc(F)c3)cn2)cc1 | 0.5 | -12 | -4 | -4 | 1 | -1 | -8 | i | -14 | 0.1
Cc1ccc(OC(C)C(=O)N(Cc2cccs2)C2CCS(=O)(=O)C2)cc1C (stereo unspecified) | 1.8 | -13 | -6 | 1 | 10 | 13 | 27 | i | -17 | -0.2
COc1ccc(C(=O)[C@H]2[C@H]3C(=O)N(c4ccc(C)cc4)C(=O)[C@H]3C3C=CC=NN32)cc1 (stereo partly specified) | 0.2 | 0 | -9 | 0 | 4 | 8 | 24 | 0.8 | -3 | .
CSc1ccc(S(=O)(=O)NCc2ccc(Cl)cc2)cc1 | . | -10 | -2 | -9 | -1 | 1 | -13 | -1.2 | -11 | -1.1
O=C1NCC(=O)N(Cc2ccccc2)/C1=C/c1ccccc1 | -0.6 | -11 | -7 | 0 | -2 | 2 | 6 | -0.2 | 11 | -1.0
NNc1nc2ccccc2nc1C(F)(F)F | -3.6 | -3 | -2 | 0 | -5 | -8 | 27 | 0.2 | -10 | 0.4
O=C(CSc1nc2ccccc2o1)N1c2ccccc2Sc2ccc(C(F)(F)F)cc21 | . | -30 | -1 | -35 | 0 | 8 | 26 | -0.6 | -1 | 2.9
CCc1cc(-c2n[nH]c(=S)n2CC(C)C)cs1 | 3.9 | -10 | 0 | -8 | -1 | 8 | -2 | -0.3 | 2 | 3.0
CCOc1ccc(C(C)(C)C)cc1S(=O)(=O)Nc1ccncc1 | 0.1 | 8 | 12 | 2 | 3 | 3 | 0 | -0.7 | 2 | -1.4
CCOC(=O)c1c(C)[nH]c(C(=O)Nc2cc(OCC)c(N3CCOCC3)cc2OCC)c1C | -0.5 | -3 | 0 | -13 | . | 5 | . | i | 15 | -0.4
Cc1c(-n2c(SCC(=O)O)nnc2-c2ccccc2Br)c(=O)n(-c2ccccc2)n1C | 1.0 | 10 | 4 | -10 | -1 | -5 | -9 | i | 3 | -0.7
O=C(COc1ccc(Br)cc1Cl)NNC(=O)c1ccccc1 | -1.4 | -6 | -4 | -8 | . | 4 | . | -0.5 | 2 | -0.4
N#C/C(=C/c1ccccc1OCc1ccc(F)cc1)c1ccc(C(=O)O)cc1 | -3.4 | -14 | -7 | -7 | 7 | 5 | 15 | 0.6 | -3 | 9.1
CC#CC[N+](C)(CC#CC)CC(=O)c1ccccc1 | -1.3 | -4 | 2 | -1 | 3 | 6 | 5 | -0.4 | 7 | -1.6

An excerpt; count on the stated rates, not on these rows.
